Lipid storage S3: qHTS Assay for Lipid Storage Modulators in Drosophila S3 Cells; Drosophila S3 cells, BODIPY lipid droplet fluorescence, 18-24 h; cells fed with added oleic acid; AID 2685; Potency in µM for hits, for the others lipid storage change, negative = inhibition, % at the top dose, mostly 46.1 µM; 320,000 compounds, 0.64% hits; active means well fitted inhibition curve with a large enough effect in the signal ratio, with a control signal flat, not every such curve was filed as active; inconclusive means small, poorly fitted or top-dose-only effect, or effect the other way, or a change in a side signal; the % refers to the signal ratio
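Laser-scanning cytometry quantifies lipid droplet accumulation (500–530 nm total intensity; droplet/cell object ratio) in oleic acid-fed (400 uM added) Drosophila S3 cells treated with a concentration series. 20 uM Triacsin C defined 100% inhibition.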
Lipid storage S3 cell count max: also measured in Lipid storage S3; calls as there; cell number change, %; measured here: cell count max response;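 cells counted by Cell Tracker Red CMTPX staining in the red channel; peak over a dose series mostly up to 46.1 µM; percent activity relative to internal control wells on each plate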
* hit, by the source's call; i = inactive; ? = inconclusive; . = not tested or not shown; [ ] = another dose, or the depositor's remark. On the % scale 0 is the no-effect control and ±100 the full control effect; potency means the concentration at half of the fitted maximal effect. The list is partial; the hit share may differ from the screen's.

Lipid storage S3	Lipid storage S3 cell count max	molecule
?	.	C=CCn1c(N)c(C(=O)OC(C)(C)C)c2nc3ccccc3nc21
-1%	13	COc1cccc(NC(C)(C)c2nnnn2-c2c(C)cccc2C)c1
1%	-12	C=C(C)[C@@H]1CCC2(C(=O)O)CC[C@]3(C)[C@H](CC[C@@H]4[C@@]5(C)CCC(=O)C(C)(C)[C@@H]5CC[C@]43C)[C@@H]12 (stereo not given in full)
?	.	CCN1CCN(C(CNS(=O)(=O)c2ccc(C)cc2)c2cccnc2)CC1 (stereo not given)
6%	0	Cc1ccccc1C(=O)N1CCCC(N2CCN(Cc3ccc4c(c3)OCO4)CC2)C1 (stereo not given)
?	.	C/C=C/c1ccc(OCC(O)CN2CCCCC2CC)c(OC)c1 (stereo not given)
?	.	Cc1ccc2nc(/C(C#N)=C/c3ccc(O)c(O)c3)[nH]c2c1
?	.	CN(C(=O)c1ccnn1C)C1CCCN(Cc2ccccc2F)C1 (stereo not given)
?	.	Cc1ncc(C[n+]2csc(CCOC(=O)CC34CC5CC(CC(C5)C3)C4)c2C)c(N)n1
-16%	-8	O=C(N=Nc1c(O)[nH]c2ccc(F)cc12)C1COc2ccccc2O1 (stereo not given)
16%	7	CC(Oc1ccc2ccccc2c1)C(=O)NNC(=O)Nc1ccccc1 (stereo not given)
?	.	CCN(CC1CCCO1)C(=O)c1cc(COc2ccccc2SC)on1 (stereo not given)
-28%	2	CCO[C@@H]1OC(C(=O)N2CCOCC2)=C[C@H](c2ccccc2)[C@H]1CCCO
?	.	CCOc1ccccc1OCC(=O)Nc1ccc(Cl)cc1Cl
?	.	Cc1c(NC(=O)c2cc(-c3ccc(F)cc3)on2)c(=O)n(-c2ccccc2)n1C
?	.	COc1cccc(-c2nnc(SCC(=O)Nc3ccc(S(N)(=O)=O)cc3)n2C)c1
29%	24	O=C(c1ccco1)N1CCN=C1SCc1ccc(F)cc1
?	.	COc1cc(CNCCN(C)C)c(Br)cc1OCC(=O)NCc1ccccc1
17%	10	NC(=O)c1cc(C(=O)Cc2ccccc2)c[nH]1
?	.	CC1CCN(C(=O)c2ccc(SCc3ccccc3F)c([N+](=O)[O-])c2)CC1
3%	12	COc1cc(OC)cc(C(=O)Nc2c(C)nn(-c3ccccc3)c2C)c1
?	.	COC(=O)/C(=C/c1ccccc1)NC(=O)c1ccco1
?	.	COc1cc(C(=S)N2CCN(C(c3ccccc3)c3ccccc3)CC2)cc(OC)c1O
-23%	-4	CC(C)CCNC(=O)NC(=O)COc1ncnc2sccc12
i	-15	COc1ccccc1N1CCN(S(=O)(=O)c2ccc3c(c2)NC(=O)CS3)CC1
?	.	COc1cc(C(=O)N(C)CCOc2ccccc2)ccc1OCC(=O)Nc1cccc(C(F)(F)F)c1
11%	4	COc1cc(CN2CCC(C(=O)N3CCN(c4ccccc4F)CC3)CC2)ccc1O
-10%	7	COc1ccc(NC2=Nc3ccccc3CC2)cc1
4%	13	COc1ccc(NC(=O)CN2C(=O)NC(C)(C3CC3)C2=O)c(OC)c1 (stereo not given)
26µM*	-3.9*	COC(=O)C1=CN(c2cccc(C)c2)C=C(C(=O)OC)C1c1cc(OC)c(O)c([N+](=O)[O-])c1
?	.	Cn1c(=O)c2c(n(Cc3ccccc3)c1=O)NC(=O)C2CC(=O)O (stereo not given)
6%	5	CCOC(=O)C1(CCc2ccccc2)CCN(Cc2nccn2CC)CC1
?	.	O=C(NCC(=O)N1CCN(Cc2ccccc2)CC1)c1ccc(Br)o1
?	.	CN(C)/C=C1\Cc2ccccc2C1=O
?	.	Cc1ccc(Nc2c([N+](=O)[O-])cc(C(=O)N3CC(=O)Nc4ccccc43)cc2[N+](=O)[O-])c(C)c1
2%	7	O=C(NC1(C(F)(F)F)NC(=O)N(c2ccccc2)C1=O)c1cccs1 (stereo not given)
?	.	CC(=O)N1CCc2c(sc(NC(=O)C3CCCN3S(=O)(=O)c3cccs3)c2C(N)=O)C1 (stereo not given)
i	25	CC1CCCCC1NC(=O)c1ccc(S(=O)(=O)N2CCCC2)cc1 (stereo not given)
24%	3	CC1=CC2=NC(=O)/C(=C\c3cc(C)n(-c4cccc(Cl)c4)c3C)C(=N)N2O1
13%	0	CCOC(=O)c1cnc(SCCc2ccccc2)nc1N
?	.	CCCn1c(SC(C(=O)Nc2cccc(OC)c2)c2ccccc2)nc2ccccc2c1=O (stereo not given)
?	.	CCOCCCNC(=O)C(c1ccc(Cl)cc1)N1CCN(c2ccccc2)CC1 (stereo not given)
12%	7	COc1cc(NC(=S)N2CCN(C(=O)C3CCCO3)CC2)c(OC)cc1Cl (stereo not given)
?	.	N=c1c(C(=O)NCC2CCCO2)cc2c(=O)n3ccccc3nc2n1Cc1ccco1 (stereo not given)
?	.	CSc1nnc(NC(=O)c2ccc(S(=O)(=O)N(C)C)cc2)s1
?	.	C#CCSc1nnnn1-c1ccc(OCC)cc1
-12%	-1	O=C(NCc1ccncc1)C1CCCN1S(=O)(=O)c1ccc(Cl)cc1 (stereo not given)
-10%	-17	CCC(=O)c1ccc(NC(C)=O)cc1O
3%	-2	COc1cc(OC)cc(N(C(=O)CNC(=O)c2cccs2)C(C(=O)NCC2CCCO2)c2ccc(OC)c(OC)c2)c1 (stereo not given)
?	.	CCOC(=O)c1c(NC(=O)CSc2cn(CC)c3ccccc23)sc2c1CCC2
2%	6	O=C(CNCc1ccccn1)Nc1cc(S(=O)(=O)N2CCCCC2)ccc1Cl
i	28	Clc1ccc(CSc2nnc(CNc3cccc(Cl)c3)o2)cc1
-16%	1	CCC(Oc1ccccc1)C(=O)Nc1ccc(S(=O)(=O)N2CCOCC2)cc1 (stereo not given)
-12%	-15	O=C(COc1cccc(Cl)c1)NNC(=S)Nc1ccccc1
?	.	S=C(Nc1cccc(Cl)c1)Nc1cccc2cnccc12
?	.	COc1ccccc1S(=O)(=O)Cc1ccc(C(=O)N2CCCC2)o1
i	.	CC1=C(C(=O)Nc2ccccc2C(=O)NCc2ccccc2)SCCO1
13%	0	COc1ccccc1CNC(=O)C1CC(c2ccc([N+](=O)[O-])cc2)=NO1 (stereo not given)
5%	-5	COc1ccc(OC)c(NC(=O)c2ccc3c(=O)n(CCc4ccccc4)c(=S)[nH]c3c2)c1
-2%	-9	CC(c1nccs1)N(C)C(=O)CCc1nnc(-c2ccc(-c3ccccc3)cc2)o1 (stereo not given)

5 entries from above, reformatted.
Values run as follows: Lipid storage S3, Lipid storage S3 cell count max
CCC(Oc1ccccc1)C(=O)Nc1ccc(S(=O)(=O)N2CCOCC2)cc1 (stereo not given)
  -16%, 1
O=C(COc1cccc(Cl)c1)NNC(=S)Nc1ccccc1
  -12%, -15
S=C(Nc1cccc(Cl)c1)Nc1cccc2cnccc12
  ?, .
COc1ccccc1S(=O)(=O)Cc1ccc(C(=O)N2CCCC2)o1
  ?, .
CC1=C(C(=O)Nc2ccccc2C(=O)NCc2ccccc2)SCCO1
  i, .

Additional entries follow:
Lipid storage S3	Lipid storage S3 cell count max	molecule
7%	12	S=c1[nH]nc(COc2ccccc2)n1/N=C/c1ccco1
?	.	O=S(=O)(NCc1cc(-c2ccc(Cl)cc2)no1)c1ccc(Cl)cc1
11%	-17	NC(=O)CSc1nnc(CNc2cccc(Cl)c2)n1CCc1ccccc1
?	.	CN(CC(=O)O/N=C(\N)c1ccc([N+](=O)[O-])cc1)S(=O)(=O)c1ccc2ccccc2c1
-3%	4	Cn1c(=O)c2c(ncn2CC(=O)Nc2nccs2)n(C)c1=O
i	.	Cn1c(=O)oc2cc(S(=O)(=O)NCCC(=O)NC3CCCC3)ccc21
?	.	C=CCn1c(=NC(=O)C2COc3ccccc3O2)sc2cc(S(N)(=O)=O)ccc21 (stereo not given)
?	.	CCOC(=O)N1CCN(C(=O)c2ccc(NS(C)(=O)=O)cc2)CC1
27%	10	CN1CCN(S(=O)(=O)c2ccc(N3CCN(c4ccc(O)cc4)CC3)c([N+](=O)[O-])c2)CC1
?	.	Oc1ccc(Nc2nnc(-c3ccc(O)cc3)c3ccccc23)cc1
?	.	COc1cccc(CNC(=O)CCC2CCCN(C(=O)c3cscn3)C2)c1 (stereo not given)
?	.	COc1ccc(N2CCN(C(=O)CN(CCc3ccccc3)S(C)(=O)=O)CC2)cc1
?	.	Cc1cc(C)nc(NC(=O)/C=C/c2ccccc2Cl)n1
?	.	CCOC(=O)c1nn(-c2cc(C(=O)OC)cc(C(=O)OC)c2)cc1O
?	.	O=C(c1ccco1)N(Cc1cccc(Cl)c1)C1CCS(=O)(=O)C1 (stereo not given)
?	.	Cc1nnc(NC(=O)C2CSC3(C)CCC(=O)N23)s1 (stereo not given)
?	.	COc1ccccc1-n1c(-c2ccc(Cl)cc2)c[nH]c1=S
?	.	Cc1c(C)c2ccc(OCC(=O)N(C)C)c(C)c2oc1=O
?	.	N/C(=N\c1nc(CSc2nnnn2-c2ccccc2)cc(=O)[nH]1)Nc1ccccc1
?	.	Cc1cc(C)c(S(=O)(=O)Nc2cccc(S(=O)(=O)NC3=NCCC3)c2)c(C)c1

In the list so far, these have a CF3 group:
Lipid storage S3	Lipid storage S3 cell count max	molecule
?	.	COc1cc(C(=O)N(C)CCOc2ccccc2)ccc1OCC(=O)Nc1cccc(C(F)(F)F)c1
2%	7	O=C(NC1(C(F)(F)F)NC(=O)N(c2ccccc2)C1=O)c1cccs1 (stereo not given)

Continued:
Lipid storage S3	Lipid storage S3 cell count max	molecule
-4%	14	N#CCCN(C(=O)CCl)c1cccc(Cl)c1
?	.	CCOC(=O)Cn1nc(C)cc1NC(=O)c1ccncc1
-3%	5	CC(=O)CC(c1ccc([N+](=O)[O-])cc1)c1c(O)c2ccccc2oc1=O (stereo not given)
i	-6	CCN(CC(=O)NCc1ccc(F)cc1)C(=O)/C=C/c1cc(OC)ccc1OC
?	.	CCOC(=O)c1[nH]c(C)c(CC(C)C)c1C
?	.	COCCCn1c(SCc2ccccc2)nc2cc(OC)c(OC)cc2c1=N
?	.	COc1ccc(OCc2nnc3n2N=C(c2ccc(OC)cc2)CS3)cc1
17%[9.22 µM]	6	C=CCn1c(-c2cccc(OC)c2OC)n[nH]c1=S
?	.	CC1(C)Cc2nc3oc4c(=O)n(CC(=O)Nc5cccc(Cl)c5)cnc4c3cc2CO1
-4%	0	COc1ccc(NC(=O)c2cc(-c3ccccc3Cl)no2)cc1
11%	6	COc1ccc(OC)c2c1cc(C(=O)N[C@H](C(=O)N1CCC(C(=O)O)CC1)C(C)C)n2C
?	.	CC(C)N(Cc1ccccc1)C(=S)NCCN1CCOCC1
?	.	COc1ccc(OC)c(C(=O)c2coc3ccc(OCC(=O)O)cc23)c1
i	.	COc1ccc2c(c1)cc(C(=O)N[C@@H](Cc1ccccc1)C(=O)O)n2C
i	.	COc1cc(-c2nnc(SCC(=O)c3ccc(C)cc3)o2)cc(OC)c1OC
?	.	Cc1cc(N/N=C/c2ccc([N+](=O)[O-])o2)nc2ccccc12
9%	-21	COc1cccc(C2CC(c3ccccc3Cl)n3nc(N)nc3N2)c1 (stereo not given)
-5%	25	CC(C)(C)OC(=O)NCCc1nnc(SCC(=O)Nc2ccc(Br)cc2)o1
20%	-3	O=C(Nc1c(-c2ccccc2)nc2ccc(Cl)cn12)c1cccs1
?	.	Cc1cccc(NS(=O)(=O)c2ccc(C(=O)N3CCCCCC3)cc2)c1C

Entries of single compounds from above. Order of screens: Lipid storage S3 | Lipid storage S3 cell count max
Record of `CSc1nnc(NC(=O)c2ccc(S(=O)(=O)N(C)C)cc2)s1` : ? | .
Record of `CN1CCN(S(=O)(=O)c2ccc(N3CCN(c4ccc(O)cc4)CC3)c([N+](=O)[O-])c2)CC1` : 27% | 10
Record of `CC1=CC2=NC(=O)/C(=C\c3cc(C)n(-c4cccc(Cl)c4)c3C)C(=N)N2O1` : 24% | 3
Record of `COc1ccccc1-n1c(-c2ccc(Cl)cc2)c[nH]c1=S` : ? | .

Following part:
Lipid storage S3	Lipid storage S3 cell count max	molecule
?	.	COc1ccc(OCc2nnc(SCC(N)=O)n2-c2ccccc2OC)cc1
i	.	CC1=C(C#N)C(c2cccnc2)C2=C(CC(c3ccc(Cl)cc3)CC2=O)N1 (stereo not given)
-5%	-23	CCc1cccc(NC(=S)N(CCOC)C2CCN(C(C)=O)CC2)c1
?	.	COc1cc2c(cc1OC)CN(C(=O)CCNC(=O)c1ccc(Br)cc1)CC2
0%	5	O=C(Nc1cccc(C(F)(F)F)c1)c1ccc(-n2cncn2)nc1
1%	14	O=C(CCNC(=O)c1ccccc1Cl)NCc1ccco1
?	.	CC1CN(Cc2ccccn2)CCC1=O (stereo not given)
i	-1	CCN1CCN(C(=O)C(C)Oc2ccc(S(=O)(=O)N3CCCC3)cc2C(N)=O)CC1 (stereo not given)
?	.	CCCOc1ccc(NC(=O)OC2CCN(C)CC2)cc1
?	.	CC(=O)c1ccc(OCC(O)CN2CCN(CCO)CC2)cc1 (stereo not given)
?	.	Cc1ccc(CC(=O)Nc2ccc(S(=O)(=O)N3CCOCC3)cc2)cc1C
?	.	CC(=O)N1C(C)(C)CC(=NOC(=O)c2ccccc2)CC1(C)C
-6%	8	Clc1ccc(-c2nnc(-c3ccccc3)nc2-c2c[nH]c3ccccc23)cc1
?	.	O=C(CCNC(=O)c1ccccc1Cl)Nc1ccc(Cl)c(C(F)(F)F)c1
8%	-8	NC(=O)COC(=O)c1ccc(C(=O)C(=O)c2ccccc2)cc1
?	.	CC1(NC(=O)NCc2ccco2)CCS(=O)(=O)C1 (stereo not given)
?	.	Cc1cc(C(=O)Nc2ccc(Cl)cc2)c2ccccc2n1

Screening data from PubChem BioAssay.
